SENP7 inh: SENP7 protease inhibition; inhibition, % at 5 µM; 1.5% of 330,000 active; recombinant SENP7, Z-RLRGG-aminoluciferin luminescence, 40 min;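 active = inhibition above about 50% at the single test dose, limit read from the data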;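 also: plate controls were DMSO with enzyme for no effect and no enzyme buffer wells for full effect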
SENP6 inh: SENP6 protease inhibition | Q9GZR1 | Recombinant SENP6 catalytic domain, aminoluciferin luminescence | inhibition, % at 10 µM | 1.8% of 330,000 active;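 active = inhibition above about 50% at the single tested dose, limit read from the data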;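 also: plate controls were DMSO wells with enzyme for no effect and DMSO wells lacking enzyme for full effect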
MPTP block: blocks calcium-induced mitochondrial swelling. inhibition, % at 10 µM. AID 602449. 1.4% of 360,000 active. isolated mouse mitochondria, Ca2+ swelling absorbance, 30 min;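 active = inhibition of 50% or more, scaled per plate between neutral and stimulator controls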;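 also: 0% = DMSO wells given calcium and 100% = 1 mM EGTA wells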
ATG4B inh: ATG4B (human) cysteine protease inhibition | AID 504462 | 0.51% of 340,000 active | ATG4B cleavage of LC3-PLA2, NBD-HPC fluorescence, 1 h | inhibition, % at 8.33 µM | Q9Y4P1; in the data active = inhibition above about 40%
GRIN3A LBD mod: modulators (binders) of human NR3A ligand-binding domain. NR3A LBD differential scanning fluorimetry, Tm shift; 0% = protein alone, 100% = glycine-bound protein. Tm shift relative to glycine control, % at 25 µM. AID 1259313. 2.5% of 340,000 active;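 active = melting temperature shift of at least 10% of the positive control shift, at one fixed dose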
HKDC1 inhibitor: blocks human hexokinase HKDC1 activity; Q2TB90; 0.16% of 340,000 active; recombinant HKDC1, G6PDH/diaphorase resazurin coupled fluorescence; inhibition, % at 20 µM; AID 493160;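 active = inhibition above about 35% when tested at 20 µM, limit read from the data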;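 also: plate controls were DMSO wells with enzyme for no effect and DMSO wells lacking enzyme for full effect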
Target sequence (Q2TB90 whole entry, looked up): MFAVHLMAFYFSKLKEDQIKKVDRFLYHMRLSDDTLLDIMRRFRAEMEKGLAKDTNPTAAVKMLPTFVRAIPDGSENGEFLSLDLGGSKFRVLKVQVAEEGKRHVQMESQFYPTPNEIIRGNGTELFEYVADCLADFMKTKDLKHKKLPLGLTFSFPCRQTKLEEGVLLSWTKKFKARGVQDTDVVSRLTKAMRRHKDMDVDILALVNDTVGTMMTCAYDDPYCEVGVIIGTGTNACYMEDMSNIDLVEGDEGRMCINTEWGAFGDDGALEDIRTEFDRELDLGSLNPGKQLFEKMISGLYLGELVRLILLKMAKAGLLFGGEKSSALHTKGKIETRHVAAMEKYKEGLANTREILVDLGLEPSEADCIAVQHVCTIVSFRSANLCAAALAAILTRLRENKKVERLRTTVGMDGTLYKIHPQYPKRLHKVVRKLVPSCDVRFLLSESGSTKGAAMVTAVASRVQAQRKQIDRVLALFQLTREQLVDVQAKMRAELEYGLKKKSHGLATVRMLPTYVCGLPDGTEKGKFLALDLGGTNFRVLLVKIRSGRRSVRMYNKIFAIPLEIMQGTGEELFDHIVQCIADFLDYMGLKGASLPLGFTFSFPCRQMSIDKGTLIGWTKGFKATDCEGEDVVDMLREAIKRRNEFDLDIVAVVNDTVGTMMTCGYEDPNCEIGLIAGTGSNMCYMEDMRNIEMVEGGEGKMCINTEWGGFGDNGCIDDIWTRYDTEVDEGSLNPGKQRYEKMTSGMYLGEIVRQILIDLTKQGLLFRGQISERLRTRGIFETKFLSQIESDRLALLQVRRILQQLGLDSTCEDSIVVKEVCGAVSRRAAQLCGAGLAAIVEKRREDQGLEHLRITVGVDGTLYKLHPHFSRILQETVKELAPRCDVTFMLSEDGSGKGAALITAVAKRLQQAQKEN
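test system = in-house recombinant HK5 (HKDC1) enzyme | amount = HKDC1 at 5 µg/mL | control set = DMSO-enzyme wells negative, buffer-substituted wells positive | compound = one dose of 20 µM, 1% DMSO | schedule = reaction time 90 min, room temperature, protected from light | technique = resorufin fluorescence at 613 nm | reagent = glucose with 1 mM ATP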
SENP8 inh: blocks human SENP8 cleavage of Nedd8 substrate | recombinant SENP8, Nedd8 substrate fluorescence | inhibition, % at 20 µM | 0.64% of 360,000 active; in the data active = inhibition mostly above about 40%, no sharp cut-off; inactive = mostly below about 27%
PfG6PD inh: PfG6PD (Plasmodium falciparum) enzyme inhibition; inhibition, % at 20 µM; PfGluPho enzyme, NADPH resazurin-diaphorase fluorescence; AID 504690; 0.78% of 350,000 active;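 active = inhibition reaching at least a set limit at 20 µM in the primary screen, cut at about 59% in these data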;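 also: 0% = DMSO wells with substrate and 100% = DMSO wells lacking glucose-6-phosphate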
* marks the source's active call; other numbers are inactive results.

How did CCOC(=O)Cc1csc(NC(=O)CCN2C(=O)c3ccccc3C2=O)n1 do in these assays?
SENP7 inh: -6; SENP6 inh: -30; MPTP block: -0.1; ATG4B inh: -5; GRIN3A LBD mod: -3; HKDC1 inhibitor: -12; SENP8 inh: 11; PfG6PD inh: 9

Results for Nc1nc(/C=C/c2cccnc2)nc(-c2ccccc2O)n1 ?
SENP7 inh: -9; SENP6 inh: -23; MPTP block: 26; ATG4B inh: -1; GRIN3A LBD mod: 1; HKDC1 inhibitor: -7; SENP8 inh: 21; PfG6PD inh: 0

What do the screens show for `COc1cccc2c1OCC/C2=N\NC(=O)COc1ccccc1C`?
SENP7 inh: 2; SENP6 inh: -10; MPTP block: -1.2; ATG4B inh: -7; GRIN3A LBD mod: -1; HKDC1 inhibitor: -4; SENP8 inh: -167; PfG6PD inh: -14

Results for Cc1ccc(C)c(S(=O)(=O)N2CCN(C(=O)C(C)Sc3ccccc3)CC2)c1 (stereo not drawn) ?
SENP7 inh: 2; SENP6 inh: -5; MPTP block: -0.3; ATG4B inh: 7; GRIN3A LBD mod: -4; HKDC1 inhibitor: -2; SENP8 inh: 10; PfG6PD inh: -7

What do the screens show for `C/C(=N\NC(=O)CN1CCCCC1)c1cccc([N+](=O)[O-])c1`?
SENP7 inh: -9; SENP6 inh: -21; MPTP block: 2.1; ATG4B inh: 4; GRIN3A LBD mod: 0; HKDC1 inhibitor: -5; SENP8 inh: 14; PfG6PD inh: -7

What do the screens show for `COc1cc(/C=C(/C#N)c2ccccc2F)ccc1OCc1ccccc1`?
SENP7 inh: 1; SENP6 inh: -12; MPTP block: 2.3; ATG4B inh: 11; GRIN3A LBD mod: 0; HKDC1 inhibitor: -4; SENP8 inh: -20; PfG6PD inh: 23

How did CC(C)CCSc1ncnc2c1oc1nc3c(cc12)COC(C)(C)C3 do in these assays?
SENP7 inh: -9; SENP6 inh: -10; MPTP block: 25; ATG4B inh: 3; GRIN3A LBD mod: 6; HKDC1 inhibitor: 2; SENP8 inh: 0; PfG6PD inh: 11

What do the screens show for `CC1(NC(=O)CCNC(=O)c2ccc(C(C)(C)C)cc2)CCS(=O)(=O)C1` (stereo not drawn)?
SENP7 inh: 3; SENP6 inh: 8; MPTP block: -2.3; ATG4B inh: -2; GRIN3A LBD mod: 1; HKDC1 inhibitor: -3; SENP8 inh: 10; PfG6PD inh: 13

Results for COc1cc(/C=N/NC(N)=S)ccc1OCc1ccc(C)cc1 ?
SENP7 inh: -4; SENP6 inh: 2; MPTP block: 2.1; ATG4B inh: -19; GRIN3A LBD mod: 25*; HKDC1 inhibitor: -8; SENP8 inh: 6; PfG6PD inh: 22

Results for C=CCn1c(SCc2ccc3nonc3c2)nnc1-c1cccs1 ?
SENP7 inh: -1; SENP6 inh: -2; MPTP block: 1.5; ATG4B inh: 11; GRIN3A LBD mod: -1; HKDC1 inhibitor: 3; SENP8 inh: 5; PfG6PD inh: 5

What do the screens show for `COc1cccc(NC(=O)CN(Cc2ccccc2)S(C)(=O)=O)c1`?
SENP7 inh: -3; SENP6 inh: -13; MPTP block: 0.4; ATG4B inh: -10; GRIN3A LBD mod: -1; HKDC1 inhibitor: -6; SENP8 inh: -2; PfG6PD inh: 4

Results for COc1ccc(CCC(=O)Nc2ccc(-c3noc(-c4ccc(OC)c(OC)c4)n3)cc2)cc1 ?
SENP7 inh: 14; SENP6 inh: 2; MPTP block: 0.7; ATG4B inh: -12; GRIN3A LBD mod: 1; HKDC1 inhibitor: -1; SENP8 inh: -20; PfG6PD inh: 5

What do the screens show for `COc1ccc(CCN(C)C(=O)C2CCN(C(=O)Nc3ccccc3)CC2)cc1OC`?
SENP7 inh: -6; SENP6 inh: 2; MPTP block: -0.6; ATG4B inh: -2; GRIN3A LBD mod: -1; HKDC1 inhibitor: -7; SENP8 inh: 13; PfG6PD inh: -8

Results for CC(=O)NC(CCS(C)(=O)=O)C(=O)Nc1nc(C)cs1 (stereo not drawn) ?
SENP7 inh: -3; SENP6 inh: -10; MPTP block: -0.2; ATG4B inh: 7; GRIN3A LBD mod: 0; HKDC1 inhibitor: -7; SENP8 inh: 4; PfG6PD inh: 7

Results for Cc1cc(C)c2nc(NC(=O)c3ccco3)sc2c1 ?
SENP7 inh: 80*; SENP6 inh: 76*; MPTP block: 0.4; ATG4B inh: -6; GRIN3A LBD mod: -13; HKDC1 inhibitor: 3; SENP8 inh: -214; PfG6PD inh: -10

What do the screens show for `Cc1cccc(-n2c(C)cc(/C=N/n3cnnc3)c2C)c1`?
SENP7 inh: 5; SENP6 inh: -2; MPTP block: 5.4; ATG4B inh: -8; GRIN3A LBD mod: 0; HKDC1 inhibitor: 4; SENP8 inh: -2; PfG6PD inh: -2

What do the screens show for `COc1cccc(/C=C2\SC(N3CCC(C)CC3)=NC2=O)c1OC`?
SENP7 inh: 4; SENP6 inh: -11; MPTP block: -1.1; ATG4B inh: 1; GRIN3A LBD mod: 1; HKDC1 inhibitor: 3; SENP8 inh: -238; PfG6PD inh: 22

Results for C=CCOc1ccccc1NC(=O)CN1C(=O)CNC1=O ?
SENP7 inh: 0; SENP6 inh: -23; MPTP block: -0.9; ATG4B inh: -11; GRIN3A LBD mod: 0; HKDC1 inhibitor: -6; SENP8 inh: -1; PfG6PD inh: 4

Results for O=C(NCC1CCCO1)c1cccc(NC(=O)c2ccc(Br)cc2)c1 (stereo not drawn) ?
SENP7 inh: 17; SENP6 inh: -2; MPTP block: 0.1; ATG4B inh: 0; GRIN3A LBD mod: 1; HKDC1 inhibitor: -4; SENP8 inh: 16; PfG6PD inh: 12

What do the screens show for `CN=C1N(C)C[C@@H]2[C@@H]3C(=O)N(C)C(=O)[C@@H]3[C@](C)(C(=O)OC)N12`?
SENP7 inh: 9; MPTP block: -0.9; ATG4B inh: 2; GRIN3A LBD mod: -1; HKDC1 inhibitor: 6; SENP8 inh: 10; PfG6PD inh: -6

What do the screens show for `CC(C(=O)N1CCc2ccccc21)N1CCN(Cc2ccccc2)CC1` (stereo not drawn)?
SENP7 inh: 3; SENP6 inh: 13; MPTP block: 0.5; ATG4B inh: 5; GRIN3A LBD mod: 1; HKDC1 inhibitor: 4; SENP8 inh: 19; PfG6PD inh: -10

Results for CCOP(=O)(c1ccc(N(C)C)cc1)C(O)c1c(Cl)cccc1Cl (stereo not drawn) ?
SENP7 inh: 5; SENP6 inh: 5; MPTP block: 1.0; ATG4B inh: 2; GRIN3A LBD mod: -2; HKDC1 inhibitor: -3; SENP8 inh: 13; PfG6PD inh: -6

What do the screens show for `Cc1ccc(S(=O)(=O)N2CCC(C(=O)NCc3ccccc3Cl)CC2)cc1`?
SENP7 inh: -7; SENP6 inh: -7; MPTP block: 0.9; ATG4B inh: 46*; GRIN3A LBD mod: -4; HKDC1 inhibitor: 8; SENP8 inh: 7; PfG6PD inh: -24

Results for COc1ccc2c(-c3ccccc3)cc(SC(C)C(N)=O)nc2c1 (stereo not drawn) ?
SENP7 inh: -11; SENP6 inh: -23; MPTP block: -2.6; ATG4B inh: 23; GRIN3A LBD mod: 2; HKDC1 inhibitor: 2; SENP8 inh: -108; PfG6PD inh: 29

How did Cc1cccc(CSCc2nnc(N)s2)c1 do in these assays?
SENP7 inh: 1; SENP6 inh: -14; MPTP block: 0.4; ATG4B inh: -2; GRIN3A LBD mod: 1; HKDC1 inhibitor: 1; SENP8 inh: 22; PfG6PD inh: 13

How did CCn1c(N)c(Br)c(=O)[nH]c1=O do in these assays?
SENP7 inh: 6; SENP6 inh: 15; MPTP block: 0.9; ATG4B inh: -7; GRIN3A LBD mod: -2; HKDC1 inhibitor: -3; SENP8 inh: 8; PfG6PD inh: -10

How did Cc1ccc(C(=O)NCc2ccccn2)cc1S(=O)(=O)N1CCOCC1 do in these assays?
SENP7 inh: -11; SENP6 inh: -13; MPTP block: -1.3; ATG4B inh: -35; GRIN3A LBD mod: 2; HKDC1 inhibitor: -1; SENP8 inh: 6; PfG6PD inh: -4

How did COC(=O)c1ccc(CSc2nnc(N)s2)o1 do in these assays?
SENP7 inh: 6; SENP6 inh: -21; MPTP block: -0.3; ATG4B inh: 3; GRIN3A LBD mod: 1; HKDC1 inhibitor: -6; SENP8 inh: 17; PfG6PD inh: -4

Results for Fc1ccc(Br)cc1C1C=C(c2ccc(Br)s2)Nc2ncnn21 (stereo not drawn) ?
SENP7 inh: 1; SENP6 inh: 0; MPTP block: 5.8; ATG4B inh: 3; GRIN3A LBD mod: -28; HKDC1 inhibitor: 8; SENP8 inh: -482; PfG6PD inh: -20

How did COc1cc(Cl)c(C)cc1NC(=O)CSc1ccccc1 do in these assays?
SENP7 inh: -4; SENP6 inh: -20; MPTP block: 0.8; ATG4B inh: 4; GRIN3A LBD mod: -1; HKDC1 inhibitor: -2; SENP8 inh: -1; PfG6PD inh: 5

How did CCN(CC)S(=O)(=O)c1ccc2oc(C(=O)NC(C)C)c(C)c2c1 do in these assays?
SENP7 inh: -11; SENP6 inh: -20; MPTP block: 0.7; ATG4B inh: -4; GRIN3A LBD mod: -2; HKDC1 inhibitor: -2; SENP8 inh: 12; PfG6PD inh: -11

What do the screens show for `Cc1cc(C)c2c(=O)[nH]c(SCC(=O)c3ccc(F)c(C)c3)nc2n1`?
MPTP block: -0.5; ATG4B inh: -7; GRIN3A LBD mod: 0; HKDC1 inhibitor: 0; SENP8 inh: -17; PfG6PD inh: -13

Results for C[C@H](NC(=O)Cc1cccc2ccccc12)C(=O)N1CCOCC1 ?
SENP7 inh: -1; SENP6 inh: -8; MPTP block: -0.3; ATG4B inh: -5; GRIN3A LBD mod: 6; HKDC1 inhibitor: -4; SENP8 inh: -1; PfG6PD inh: 11

What do the screens show for `CCc1ccccc1NC(=O)COc1ccc2c(c1)OCO2`?
SENP7 inh: 1; SENP6 inh: -10; MPTP block: -2.9; ATG4B inh: -8; GRIN3A LBD mod: -1; HKDC1 inhibitor: 3; SENP8 inh: 11; PfG6PD inh: 32

How did COC(=O)[C@@]12CCCCN1[C@H](c1ccc(-c3ccc(C(C)=O)cc3)cc1)[C@@H]1C(=O)N(C)C(=O)[C@@H]12 do in these assays?
SENP7 inh: -15; SENP6 inh: -4; MPTP block: 0.2; ATG4B inh: -8; GRIN3A LBD mod: -1; HKDC1 inhibitor: 11; SENP8 inh: 8; PfG6PD inh: 11

Results for COc1ccc(-c2csc(CCn3nc(C)cc3C)n2)cc1OC ?
SENP7 inh: 0; SENP6 inh: -1; MPTP block: 1.1; ATG4B inh: -1; GRIN3A LBD mod: 2; HKDC1 inhibitor: -2; SENP8 inh: 16; PfG6PD inh: -3

How did C=Cc1ncc(OC)c2c1[nH]c1ccccc12 do in these assays?
SENP7 inh: 0; SENP6 inh: -14; MPTP block: 0.1; ATG4B inh: -8; GRIN3A LBD mod: 0; HKDC1 inhibitor: 7; SENP8 inh: -244; PfG6PD inh: 20

What do the screens show for `CCN1/C(=C/c2ccc3cc(C)ccc3[n+]2CC)Sc2cc(C)c(C)cc21`?
SENP7 inh: -8; SENP6 inh: -17; MPTP block: 106*; ATG4B inh: 21; GRIN3A LBD mod: -1; HKDC1 inhibitor: -5; SENP8 inh: 24; PfG6PD inh: 31

As a short view, 2 of the compounds above.
Results for CCOP(=O)(c1ccc(N(C)C)cc1)C(O)c1c(Cl)cccc1Cl (stereo not drawn) ?
SENP7 inh: 5; SENP6 inh: 5; MPTP block: 1.0; ATG4B inh: 2; GRIN3A LBD mod: -2; HKDC1 inhibitor: -3; SENP8 inh: 13; PfG6PD inh: -6

What do the screens show for `Cc1ccc(S(=O)(=O)N2CCC(C(=O)NCc3ccccc3Cl)CC2)cc1`?
SENP7 inh: -7; SENP6 inh: -7; MPTP block: 0.9; ATG4B inh: 46*; GRIN3A LBD mod: -4; HKDC1 inhibitor: 8; SENP8 inh: 7; PfG6PD inh: -24

Hits appear at their usual frequency. About 6.9% of those tested had a hit in this group.
